# Screening results deposited in PubChem by Sanford-Burnham Center for Chemical Genomics.
# ATG4B inhibitor: inhibitors of human ATG4B cysteine protease | inhibition, % at 8.33 µM | hit rate 0.51% among 340,000 | ATG4B cleavage of LC3-PLA2, NBD-HPC fluorescence, 1 h | Q9Y4P1; in the data active means inhibition above about 40%
# TIM10 inh: growth inhibitors of TIM10 yeast strain | S. cerevisiae TIM10 strain growth, BacTiter-Glo luminescence, 24 h | inhibition, % at 10 µM | hit rate 1.4% among 330,000 | AID 463195;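 active means inhibition of 40% or more at the single tested concentration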;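 further: wild-type TIM10 isogenic control strain grown at permissive 25 °C; 0% = DMSO yeast wells and 100% = minimal medium wells without yeast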
# mIAP block: blocks mouse intestinal alkaline phosphatase. inhibition, % at 10 µM. hit rate 0.2% among 330,000. purified mouse IAP, CDP-Star luminescence, 30 min. AID 2806;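 active means inhibition of at least 40% at 10 µM in the primary screen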;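 further: plate controls were DMSO with enzyme for no effect and no enzyme wells for full effect; values of inactives mirror those of a sister screen read the other way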
# NALP3 yeast inh: inhibitors of NALP3 inflammasome in yeast | Yeast reconstituted NLRP3/ASC/caspase-1, beta-gal luminescence, 24 h | inhibition, % at 10 µM | hit rate 0.39% among 330,000;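 active means inhibition of 50% or more; inactive means inhibition below 50%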;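 further: plate controls were induced DMSO wells for no effect and uninduced yeast grown without galactose for full effect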
# hIAP act: human IAP activation. P09923. purified human IAP, CDP-Star luminescence, 30 min; stronger effect = higher value; 1 = vehicle-only enzyme, 0 = enzyme-free background. activation factor at 10 µM. hit rate 0.16% among 330,000;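 active means activation factor of the enzyme at least 2-fold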; further: the source names both 10 and 20 µM as test concentration; values of inactives mirror those of a sister screen read the other way
# hIAP block: human IAP inhibition. hit rate 0.12% among 330,000. purified IAP, CDP-Star luminescence, 30 min. P09923. inhibition, % at 10 µM;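 active means inhibition reaching a set limit with compound at 10 µM in the primary screen, cut at about 35% in these data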;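 further: plate controls were DMSO wells with enzyme for no effect and no-enzyme buffer wells for full effect; values of inactives mirror those of a sister screen read the other way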
# Apaf1 inhib: human Apaf-1 inhibition | inhibition, % at 20 µM | hit rate 0.71% among 330,000 | reconstituted apoptosome caspase-3 activity, DEVD-Rh110 fluorescence; active means inhibition of at least 40% at 20 µM;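 further: plate controls were DMSO wells for no effect and DEVD-CHO caspase inhibitor wells for full effect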
# Target sequence (O14727 whole entry, looked up): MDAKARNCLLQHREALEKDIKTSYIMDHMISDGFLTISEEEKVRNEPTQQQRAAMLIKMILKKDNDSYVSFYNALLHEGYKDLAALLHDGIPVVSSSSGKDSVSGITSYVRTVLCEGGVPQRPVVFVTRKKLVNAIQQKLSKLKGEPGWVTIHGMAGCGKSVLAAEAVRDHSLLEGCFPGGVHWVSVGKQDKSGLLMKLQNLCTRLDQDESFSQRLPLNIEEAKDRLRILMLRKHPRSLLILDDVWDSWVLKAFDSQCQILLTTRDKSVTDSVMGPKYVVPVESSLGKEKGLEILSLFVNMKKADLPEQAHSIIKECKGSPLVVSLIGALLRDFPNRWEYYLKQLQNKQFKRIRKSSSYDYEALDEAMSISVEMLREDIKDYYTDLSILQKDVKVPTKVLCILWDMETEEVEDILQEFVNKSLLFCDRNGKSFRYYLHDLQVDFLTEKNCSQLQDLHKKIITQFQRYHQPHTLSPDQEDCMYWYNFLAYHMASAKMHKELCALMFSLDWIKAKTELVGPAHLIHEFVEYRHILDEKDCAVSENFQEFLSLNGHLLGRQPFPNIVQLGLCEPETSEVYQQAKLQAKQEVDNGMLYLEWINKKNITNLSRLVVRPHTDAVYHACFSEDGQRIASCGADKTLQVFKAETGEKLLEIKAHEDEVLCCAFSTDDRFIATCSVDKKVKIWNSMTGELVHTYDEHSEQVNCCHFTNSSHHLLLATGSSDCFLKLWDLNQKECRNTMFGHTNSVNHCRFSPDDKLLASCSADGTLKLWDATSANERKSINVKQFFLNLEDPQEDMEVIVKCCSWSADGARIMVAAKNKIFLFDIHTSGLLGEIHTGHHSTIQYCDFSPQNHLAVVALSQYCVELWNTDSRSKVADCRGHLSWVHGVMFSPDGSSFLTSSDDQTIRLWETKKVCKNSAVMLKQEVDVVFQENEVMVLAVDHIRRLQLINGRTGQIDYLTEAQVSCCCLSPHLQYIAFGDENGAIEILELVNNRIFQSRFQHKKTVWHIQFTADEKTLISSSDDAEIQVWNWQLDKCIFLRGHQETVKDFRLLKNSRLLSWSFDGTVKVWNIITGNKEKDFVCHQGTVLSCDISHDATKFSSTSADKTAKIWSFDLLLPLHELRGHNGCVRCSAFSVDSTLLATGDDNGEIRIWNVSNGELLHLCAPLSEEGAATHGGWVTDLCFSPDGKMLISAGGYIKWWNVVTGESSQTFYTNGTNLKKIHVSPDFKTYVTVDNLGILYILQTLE
#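 detection = Rh110 fluorescence intensity | test system = biochemical Apaf-1 apoptosome reconstitution | also added = cytochrome c and DEVD-Rh110 substrate | schedule = 30 min plus 50 min, RT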
# tim10-1 inh: tim10-1 yeast growth inhibition | S. cerevisiae tim10-1 ts strain growth, BacTiter-Glo, 24 h | inhibition, % at 20 µM | hit rate 2.2% among 330,000;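 active means inhibition of at least 40%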;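 further: mutant grown at 25 °C; 0% = DMSO wells with yeast and 100% = wells holding no yeast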
# mIAP act: increases mouse intestinal alkaline phosphatase activity. hit rate 0.24% among 330,000. muIAP, CDP-Star luminescence, 30 min; stronger effect = higher value; 1 = vehicle-only enzyme signal, 0 = enzyme-free wells. activation factor at 10 µM. AID 2805;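 active means activation factor of at least 2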; further: the source names both 10 and 20 µM as test concentration; values of inactives mirror those of a sister screen read the other way
#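 Assay system: mouse IAP enzyme; Reagent: CDP-Star chemiluminescent phosphatase substrate; Compound: DMSO-dissolved test compounds; Incubation: 30 min, room temperature; Technique: luminescence from enzymatic CDP-Star hydrolysis; Controls: DMSO-only wells and no-enzyme negative control.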
# Active calls of the source: *; / = no result given.
# A first look, 5 compounds:
SMILES,ATG4B inhibitor,TIM10 inh,mIAP block,NALP3 yeast inh,hIAP act,hIAP block,Apaf1 inhib,tim10-1 inh,mIAP act
Cc1ccc(C(=O)c2coc3c2C(=O)C(=O)c2ccccc2-3)cc1,-7,97*,2,-10,1.2,-18,18,93*,0.98
COc1ccc(C2(C(=O)Nc3cc(C)on3)CCOCC2)cc1,5,-2,8,14,1.1,-14,0,-16,0.92
Cc1ccc(C(=O)COc2ncnc3cc(Cl)ccc23)cc1,17,5,12,35,0.95,4,-5,-21,0.88
CCOC(=O)Cn1nc(CC)c2ccccc2c1=O,-3,-7,-13,18,0.94,6,-1,-6,1.1
Cn1cccc1C(=O)NCC1CCCCC1,4,2,-3,13,1.2,-25,13,-2,1

# This part in full, repeating the preview:
SMILES,ATG4B inhibitor,TIM10 inh,mIAP block,NALP3 yeast inh,hIAP act,hIAP block,Apaf1 inhib,tim10-1 inh,mIAP act
Cc1ccc(C(=O)c2coc3c2C(=O)C(=O)c2ccccc2-3)cc1,-7,97*,2,-10,1.2,-18,18,93*,0.98
COc1ccc(C2(C(=O)Nc3cc(C)on3)CCOCC2)cc1,5,-2,8,14,1.1,-14,0,-16,0.92
Cc1ccc(C(=O)COc2ncnc3cc(Cl)ccc23)cc1,17,5,12,35,0.95,4,-5,-21,0.88
CCOC(=O)Cn1nc(CC)c2ccccc2c1=O,-3,-7,-13,18,0.94,6,-1,-6,1.1
Cn1cccc1C(=O)NCC1CCCCC1,4,2,-3,13,1.2,-25,13,-2,1
COc1ccc(OC)c(NC2=NC3(CCCCC3)N=C(N)N2)c1,-1,15,-18,2,1,0,4,2,1.2
C=C(C)c1cccc(C(C)(C)NC(=O)N2CCN(c3ccccc3)CC2)c1,2,13,5,14,0.99,0,-1,13,0.95
CC(C)c1nc2ccc(NC(=O)C34CC5CC(CC(C5)C3)C4)cc2[nH]1,-18,10,-1,18,0.97,3,-11,8,1
COc1cc(CN(C(=O)c2ccco2)c2ccc(C)cc2)ccc1O,11,28,6,0,1.1,-8,-5,35,0.94
COc1ccc2oc(=O)c(C(=O)N3CCN(c4ccccc4C)CC3)cc2c1,10,22,1,17,0.93,7,7,10,0.99
COc1cc(C(=O)N/N=C/c2cc([N+](=O)[O-])cs2)cc(OC)c1OC,2,25,1,-9,1,-2,-3,14,0.99
CCCn1nc2cc(C(=O)NCCCCc3ccccc3)ccc2c1OCC,-15,8,-6,11,0.99,1,8,17,1.1
Clc1cccc(-c2sc(Nc3ccccc3)n[n+]2-c2ccccc2)c1Cl,6,8,-13,10,0.88,12,23,18,1.1
COc1cc(-c2nc(S(=O)(=O)c3ccc(Cl)cc3)c(N3CCOCC3)o2)cc(OC)c1OC,-4,12,0,7,0.86,14,-1,19,0.99
O=C(/C=C/Nc1ccc(S(=O)(=O)Nc2cnc3ccccc3n2)cc1)c1ccccc1,-7,-4,2,9,0.97,3,-3,-1,0.98
O=c1[nH]c(C2CCN(S(=O)(=O)c3ccccc3C(F)(F)F)CC2)nc2c1nnn2Cc1cccc(F)c1,-3,-4,5,14,1.1,-12,31,14,0.95
NC(=O)C[n+]1cccc(C(N)=O)c1,-6,13,0,14,1.2,-21,2,4,1
CCCCN1C(=O)/C(=C(/C#N)C(=O)N2CCCC2)c2ccccc21,-5,28,-16,-11,1.1,-12,1,26,1.2
O=C1/C(=C/c2ccc(F)cc2)CCC1C1CCCC1 (centres undefined),2,17,7,12,0.89,11,1,23,0.93
CC(=O)NC(CC(=O)OCC(=O)c1cc(C)ccc1C)c1ccccc1 (centres undefined),-9,-6,-5,-7,1.1,-5,7,-4,1.1
COc1ccc(S(=O)(=O)Cc2ccc(C(=O)N3CCN(c4cc(C)ccc4C)CC3)o2)cc1,-3,12,2,8,0.92,8,15,45*,0.98
CSc1nsc(/C=C/Nc2ccc(Cl)cc2)c1C#N,-2,29,8,-7,0.82,18,13,30,0.92
NC(=O)C1CCN(C(=O)c2ccc(NS(=O)(=O)c3ccc(F)cc3)cc2)CC1,-26,4,-1,1,1,-3,0,-7,1
COc1c(Cl)cc(Cl)cc1CNCc1ccccc1,11,-8,-4,6,1,-4,-11,8,1
CCCCC(=O)Nc1cccc(NC(=S)NC(=O)Cc2ccccc2)c1,1,4,0,3,0.98,2,10,8,1
COc1ccc(NC(=O)c2cccc(N3C(=O)C4C5C=CC(C5)C4C3=O)c2)cc1Cl (centres undefined),-1,11,-4,3,1,-5,8,-9,1
CCOC(CNC(=O)c1ccc(N2CCc3ccccc32)c([N+](=O)[O-])c1)OCC,7,0,18,21,0.99,1,-3,13,0.82
Cc1ccc(S(=O)(=O)CCC(=O)OCC(=O)NC(=O)c2ccccc2)cc1,-3,0,-3,4,1,-2,0,-15,1
CCc1nnc(NS(=O)(=O)c2ccc(NC(=O)c3ccc(Br)cc3)cc2)s1,7,-11,9,9,0.98,2,8,14,0.91
O=C(NNc1cccc(Cl)n1)c1c(Cl)cccc1Cl,-1,-2,5,10,1.4,-41,4,32,0.95
COCc1cc(C)nc(NC2CC(C)(C)NC(C)(C)C2)c1C#N,0,2,-3,8,1,-2,4,9,1
Oc1c(CN2CCN(c3ccccn3)CC2)cc(Cl)c2cccnc12,17,25,-13,37,1.1,-15,24,52*,1.1
CCC1=C2CC[C@H]3C(=O)N(CC)C(=O)[C@H]3[C@H]2[C@@]2(Cc3ccccc3)C(=O)N(Cc3ccccc3)C(=O)N2C1=O,-7,12,-6,19,0.99,0,-2,15,1.1
COc1ccccc1CC(=O)N1CCCc2cc(C)ccc21,-1,8,-2,24,1.2,-22,2,23,1
COc1ccc(C2C(C(=O)N3CCOCC3)c3ccccc3C(=O)N2c2ccc(OC)cc2)cc1 (centres undefined),-13,20,2,2,0.97,3,0,20,0.98
CN(CCc1ccccn1)C(=O)CCC1CCCN(C(=O)c2cccc(N(C)C)c2)C1 (centres undefined),6,3,-2,-3,1,-3,2,4,1
CCOC(=O)c1c(C)c(C(=O)NCc2cccs2)c(C)n1CC,-1,8,4,15,0.92,8,-19,13,0.96
O=C(c1cc(F)ccc1F)C1CCCN(C(=O)c2cccs2)C1 (centres undefined),-2,5,3,19,1,0,-3,8,0.97
O=C(CN1CCN(S(=O)(=O)c2ccc(Br)cc2)CC1)N/N=C/c1cccs1,-2,5,4,15,0.9,10,3,3,0.95
CC1=C(C)CC(C(=O)NCc2ccc3c(c2)OCO3)C(C(=O)O)C1 (centres undefined),0,-8,-1,0,0.82,18,-11,7,1
COC(=O)C(Cc1c[nH]c2ccccc12)NC(=O)c1cc(-c2ccc(OC)c(OC)c2)oc1C (centres undefined),-4,20,-8,10,0.85,15,4,23,1.1
COc1ccc(CC2(CO)CCN(S(=O)(=O)c3sccc3C)CC2)cc1,37,14,0,27,1.1,-5,8,11,1
COc1ccc(S(=O)(=O)Nc2nc3ccccc3nc2NCC2CCCO2)cc1 (centres undefined),-5,13,-8,-18,1.2,-19,-1,17,1.1
O=C(NC1CCCC1)c1cc(-c2ccc(Cl)cc2)on1,1,-2,7,40,0.84,16,1,9,0.93
Cc1ccc(/C=N/NC(=O)c2cc3c(ccc4ccccc43)o2)cc1[N+](=O)[O-],-12,-17,7,12,1,-4,-6,-23,0.93
COc1cc2c(cc1OC)C(c1ccccc1)N(C(=O)CSCC(=O)O)CC2 (centres undefined),-11,-5,-4,17,0.9,10,8,-1,1
CCOCCCNC(=O)c1ccc2c(=O)n(Cc3ccc4c(c3)OCO4)c(=S)[nH]c2c1,-2,-9,9,2,1.1,-8,-22,4,0.91
C=CCn1c(SCC(=O)Nc2ccc3c(c2)OCO3)nnc1-c1cc(Br)ccc1O,-9,18,-3,10,0.9,10,11,17,1
COc1ccc(NC(=O)CSc2ccc(F)cc2)cc1S(=O)(=O)N1CCCCC1,-7,9,-12,9,0.96,4,-4,7,1.1
COc1ccc(-n2cc(CN3CCC(OC)CC3)c(-c3cccc(F)c3)n2)cc1,-38,-1,5,26,1,0,4,10,0.95
# Continuation.
SMILES,ATG4B inhibitor,TIM10 inh,mIAP block,NALP3 yeast inh,hIAP act,hIAP block,Apaf1 inhib,tim10-1 inh,mIAP act
CCOC(=O)c1[nH]c2ccccc2c1NC(=S)Nc1cccc(C)c1,-5,16,8,12,1,-4,20,36,0.93
Cc1ccc(NC(=O)CNC(=O)c2ccco2)cc1Cl,-2,-31,-9,1,1,-4,-6,-69,1.1
OCCC1CN(CCCc2ccccc2)CCN1Cc1ccc(F)cc1 (centres undefined),0,7,2,13,1.3,-27,-6,1,0.98
Cc1ccc(NC(=O)c2ccc(COc3ccccc3)o2)nc1,2,-1,-8,38,1.1,-7,16,24,1.1
CC(NCCN(C)C)C(=O)C12CC3CC(CC(C3)C1)C2 (centres undefined),-4,-22,-10,14,1.3,-27,-1,-8,1.1
Cc1nc2cc3c(cc2s1)OCO3,2,5,15,8,0.92,8,-1,-9,0.85
CCn1c(SCC(=O)O)nc2sc3c(c2c1=O)CCC3,-7,-10,8,6,1.1,-10,-4,4,0.92
O=C(NC(=S)N1CCCCC1CO)C12CC3CC(CC(C3)C1)C2 (centres undefined),0,-6,14,2,1.1,-10,6,16,0.85
COc1cc(OC)cc(C(=O)OC/C(O)=C(\C#N)c2nc3ccccc3[nH]2)c1,-4,9,18,15,1.3,-27,-21,3,0.81
O=C(Nc1ccc(N2CCN(C(=O)c3ccc(Cl)cc3)CC2)cc1)c1cc2ccccc2o1,-8,-3,4,7,1.1,-14,13,9,0.96
O=C(COc1ccc2c3c(c(=O)oc2c1)CCCC3)N1CCN(c2ccccc2)CC1,0,2,4,22,0.63,37*,17,13,0.96
O=C(CC12CC3CC(C1)CC(CC(=O)NC1=NCCS1)(C3)C2)NC1=NCCS1,5,-6,5,2,0.85,15,0,3,0.95
COC(=O)C(O)(NC(=O)c1ccncc1)C(F)(F)F (centres undefined),-7,-7,-2,3,1,-2,-2,5,1
CC(=O)Nc1ccc(C(=O)Nc2ccncc2)cc1,2,5,-4,12,0.97,3,-3,3,1
O=C(NCc1ccco1)c1csc2c1CCCC2,-5,21,7,11,0.99,1,-6,18,0.93
O=C(c1cc2ccccc2oc1=O)N(Cc1cccs1)Cc1cccs1,-3,15,4,17,0.99,1,22,42*,0.96
O=C(Cn1c(=O)oc2ccccc21)N1CCN(c2ccccc2)CC1,-4,6,-5,9,0.96,4,17,3,1
CC(CC(=O)Nc1cccc(F)c1)S(=O)(=O)c1ccc2c(c1)NC(=O)CO2 (centres undefined),-2,7,1,13,0.72,28,-5,13,0.99
CCOC(=O)CSc1nnnn1-c1cccc2ccccc12,-15,-3,-5,7,1,-2,18,20,1
Cc1ccc(C2CC(c3cccc(Br)c3)Nc3nnnn32)cc1 (centres undefined),-7,15,-15,-5,0.84,16,26,20,1.1
COc1ccc(C)cc1NC(=O)c1cc2c(CO)cnc(C)c2oc1=N,-5,7,2,7,1.1,-9,-5,-5,0.98
CC1Cc2cc(S(=O)(=O)CCC(=O)NC3CCCCC3)ccc2N1C(=O)C1CC1 (centres undefined),-2,1,4,-1,1.1,-7,0,22,0.96
Nc1nc(SCC(=O)NCCc2ccccc2)[nH]c(=O)c1-c1ccccc1,/,-24,-3,5,0.98,2,6,5,1
CCOC(=O)c1nn(-c2ccccc2)c2nnc(Cc3ccc(Cl)cc3)c(=O)n12,-2,-19,0,16,0.93,8,19,-35,1
